E-selectin induc = E-selectin induction on HUVECs; P16581; HUVEC E-selectin immunofluorescence imaging; normalized: neutral wells 0, TNF-alpha wells 100; activation, % at 7.58 µM; actives 0.37% (n = 260,000);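 active = mean E-selectin-positive cell signal at least 10% of the positive control, reached in at least 60% of replicates, without over 20% cell loss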;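 note: in these data hits start at about 27%; measured in HUVEC primary endothelial cells; signal is the percent of cells scored E-selectin positive by PE staining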
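Test system – human umbilical vein endothelial cells (HUVEC), E-selectin induction · Input – 3,000 HUVEC seeded per well · Buffer or medium – EGM-2, gelatin · Compound dosing – single-point compound dose · Detection – immunofluorescence imaging · Measure – percent E-selectin-positive cells · Controls – TNF-alpha high, DMSO low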
ERp5 inh = blocks human ERp5 reductase activity on insulin | Q15084 | ERp5 insulin aggregation, absorbance 650 nm, 90 min | inhibition, % at 9.99 µM | actives 0.05% (n = 350,000);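 active = mean replicate inhibition above about 25%, with every replicate also reaching it, limit read from the data, passing the limit was not always enough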
RAD52 anneal inh = RAD52 (human) annealing inhibition | inhibition, % at 18.7 µM | recombinant RAD52 DNA annealing, FRET fluorescence | AID 651710 | actives 0.46% (n = 360,000);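 active = every replicate showing at least 50% inhibition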
Target sequence (P43351 whole entry, looked up): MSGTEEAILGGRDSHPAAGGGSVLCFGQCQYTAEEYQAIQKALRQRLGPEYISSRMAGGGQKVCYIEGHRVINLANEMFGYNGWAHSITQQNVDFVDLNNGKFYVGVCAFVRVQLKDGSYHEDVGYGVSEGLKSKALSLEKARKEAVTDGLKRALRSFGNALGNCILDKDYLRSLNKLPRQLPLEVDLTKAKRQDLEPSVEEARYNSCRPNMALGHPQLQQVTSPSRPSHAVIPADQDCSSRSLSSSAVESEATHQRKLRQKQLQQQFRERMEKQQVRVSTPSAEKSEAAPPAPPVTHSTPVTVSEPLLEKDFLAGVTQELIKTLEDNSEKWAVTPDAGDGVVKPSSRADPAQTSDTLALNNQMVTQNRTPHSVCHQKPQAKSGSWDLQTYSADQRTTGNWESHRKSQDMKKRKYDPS
RAD54 branch = RAD54 (human) branch migration inhibition | Q92698 | RAD54 Holliday junction branch migration, FAM/BHQ fluorescence | inhibition, % at 10.4 µM | actives 0.14% (n = 360,000);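 active = mean normalized replicate activity at least 40 and at least half of replicates scoring 40 or more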;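 note: 0% = median of neutral control wells and 100% = median of positive control wells; inhibitors cause a drop in the FAM fluorescence signal; in these data hits start at about 50%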
Xi reactivation = activators of X-chromosome reactivation in mouse fibroblasts; XiGFP mouse fibroblasts, % GFP-positive cells imaging, 3 d; cells co-treated with 5-aza-dC sensitizer; scaled so ellipticine positive control = 100%; actives 0.055% (n = 360,000); AID 743238; activation, % at 7.58 µM;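 active = mean normalized replicate activation at least 10% and every replicate at or above 10%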;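 note: 0% = median of on-plate neutral control wells and 100% = ellipticine 6 µM median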
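Assay system – SV40-immortalized XiGFP fibroblast cells, line 68-5-11 · Buffer or medium – DMEM supplemented with 5-aza-dC as sensitizing agent · Dosing – one concentration, pinned · Benchmarks – positive control ellipticine, 6 µM final · Times – 3 days compound exposure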
S100A4 MyoIIA = inhibitors of human S100A4 binding to myosin IIA peptide; S100A4/TAMRA-MyoIIA peptide fluorescence polarization; inhibition, % at 10.7 µM; actives 0.14% (n = 360,000); AID 652163;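 active = mean inhibition of at least 70% across replicates, with every replicate also reaching that level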
Target sequence (P26447 whole entry, looked up): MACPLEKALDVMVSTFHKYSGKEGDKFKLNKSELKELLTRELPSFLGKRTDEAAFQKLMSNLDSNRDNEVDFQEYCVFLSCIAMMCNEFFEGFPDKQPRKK
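assay system = human S100A4 monomer with TAMRA-labelled myosin IIA peptide | also added = labelled myosin peptide probe, 5 nM | incubation = 5 min between mix addition and reading | control set = DMSO and TFP controls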
esBAF inh = blocks esBAF chromatin remodeling in mouse ES cells. Bmi1-luciferase knock-in reporter, 24 h; 100% = twice the neutral-well signal. reporter increase, % at 12.5 µM. actives 2% (n = 350,000). AID 602393; in the data active = activation above about 40%;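 note: 0% = median of the plate's neutral control wells and 100% = double that signal; a rise in the Bmi1 reporter signal indicates esBAF inhibition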
ERAP1 HTS inh = blocks human ERAP1 aminopeptidase activity; inhibition, % at 10.7 µM; actives 0.15% (n = 340,000); AID 652197; Q9NZ08; recombinant ERAP1, Leu-AMC fluorescence, 60 min;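 active = mean replicate inhibition of at least 30%, or all replicates individually reaching that 30% level; inactive = mean below 30% and not every replicate reaching it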;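 note: 0% = neutral control wells and 100% = L-leucinethiol positive control wells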
An asterisk follows results filed as active; x = not tested or not shown. Outcome played no part in choosing rows, and some 2.5% of all compounds hit somewhere here.

Every second line gives: E-selectin induc | ERp5 inh | RAD52 anneal inh | RAD54 branch | Xi reactivation | S100A4 MyoIIA | esBAF inh | ERAP1 HTS inh
1) CCn1cc(C(=O)O)c(=O)c2cc(F)c(N3CCN(C(=S)NC(=O)c4c(OC)cccc4OC)CC3)cc21
    x | 1 | -7 | -1 | 0.2 | 2 | -11 | -1
2) CCc1nc(NCCO)c(C#N)c2c1CCCC2
    x | 3 | -8 | x | -0.1 | -7 | x | -3
3) C[C@@H]1CN([C@H](C)CO)C(=O)Cc2cc(NC(=O)CCCCCC(=O)Nc3ccccc3N)ccc2O[C@@H]1CN(C)S(=O)(=O)c1ccc(F)cc1
    -0.1 | 2 | -11 | -7 | 0.0 | 0 | -3 | -1
4) CCNC(=O)C[C@@H]1CC[C@@H]2[C@@H](COc3ccc(NC(=O)Nc4ccc(C)cc4)cc3C(=O)N2C)O1
    1.2 | 6 | 4 | 4 | 0.0 | -2 | 5 | -2
5) O=C(/C=C/c1ccc2c(c1)OCO2)Nc1c(C(=O)O)[nH]c2ccccc12
    x | 0 | -14 | -5 | 0.0 | 4 | x | 7
6) O=C(Nc1cccc(C(F)(F)F)c1)Oc1ccccc1N1CCOCC1
    1.2 | 4 | 2 | 3 | 0.0 | -3 | 1 | -2
7) Cc1ccc(C(=O)N/C(=C/c2ccc(-c3cccc([N+](=O)[O-])c3)o2)C(=O)NC(C)(C)C)cc1
    x | -1 | -13 | x | 0.0 | -1 | x | 2
8) CNC(=S)NCCCc1ccccc1
    7.4 | 1 | -1 | x | 0.2 | -2 | -1 | 2
9) O=C(Nc1cccc(Cl)c1)N1C[C@@H]2[C@H](c3ccccc31)[C@H](CO)N2Cc1cccnc1
    0.1 | 6 | -18 | 7 | 0.1 | -5 | 0 | -3
10) FC(F)(F)c1cccc(Cc2noc(CN3CCC(c4ccncc4)CC3)n2)c1
    -2.1 | 4 | -18 | 0 | 0.0 | -2 | -11 | 2
11) Fc1ccc(-c2nc3ccc(Br)cn3c2Cc2ccccc2C(F)(F)F)cc1
    0.2 | 2 | -68 | 4 | -0.1 | 13 | 39 | 3
12) C[C@H]1CN([C@@H](C)CO)C(=O)c2cccc(NC(=O)NC3CCCCC3)c2O[C@H]1CN(C)C(=O)NC1CCCCC1
    0.4 | -4 | 8 | 9 | -0.1 | -5 | -4 | -2
13) O=C(CC(=O)N/N=C/c1ccccc1O)NCc1cccnc1
    x | 3 | -7 | -10 | 0.0 | 1 | x | -3
14) O=C(N[C@@H]1CC[C@@H](CCNS(=O)(=O)c2cccc(Cl)c2)O[C@@H]1CO)c1ccncc1
    -0.1 | 0 | -1 | -9 | 0.2 | 5 | 2 | 0
15) CC(C)(C)NC(=O)CSc1nc(-c2ccccc2)cc(=O)[nH]1
    x | 5 | -5 | -5 | 0.0 | -7 | -2 | 3
16) CCN(C(=O)N(CC)c1ccccc1)c1ccccc1
    x | 3 | -7 | 3 | x | 1 | 4 | -5
17) CCNC(=S)/N=C(/Nc1ccc(OC)cc1)Nc1nc(C)cc(C)n1
    x | -6 | -30 | -11 | 0.1 | -5 | x | x
18) CC(=O)NCCNC(=O)C1Cc2c(-c3ccccc3)ccnc2O1 (stereo unspecified)
    0.2 | 3 | -7 | 0 | 0.2 | -1 | -2 | 0
19) CC1=C(C(=O)N(C(C)C)C(C)C)CC(CC(=O)NCCN2CCOCC2)C(=O)N1CCC1=CCCCC1 (stereo unspecified)
    0.1 | 7 | -13 | -11 | 0.1 | -1 | 3 | -1
20) CCN(CC)C(=O)C(C)N(C#N)c1nc(Cl)nc(N(C)C)n1 (stereo unspecified)
    -1.2 | -7 | -1 | -4 | -0.1 | -1 | 6 | -2
21) C[C@@H]1CN([C@@H](C)CO)C(=O)c2cc(NC(=O)Cc3ccccc3)ccc2O[C@@H]1CN(C)C(=O)Nc1ccc2c(c1)OCO2
    -0.6 | 0 | 4 | 4 | 0.0 | 2 | 6 | 0
22) Cc1cccc(N2CCN(C(=O)N3CCCCC3)CC2)c1C
    0.5 | -3 | -13 | x | 0.2 | 0 | x | 0
23) COC(=O)c1c(NC(=O)CN2C(=O)NC3(CCCCC3C)C2=O)sc2c1CCC2 (stereo unspecified)
    2.1 | -8 | -22 | -12 | 0.4 | 2 | -5 | -3
24) CCC(=O)N[C@H]1CC[C@@H](CCn2cc(CN(C)C)nn2)O[C@@H]1CO
    -0.3 | 0 | -4 | 7 | 0.2 | 1 | 5 | 0
25) Cc1ccc(S(=O)(=O)Nc2ccc3c(c2)C(=O)N([C@@H](C)CO)C[C@@H](C)[C@H](CN(C)Cc2ccc(C(=O)O)cc2)OCCCC[C@@H](C)O3)cc1
    x | 0 | 7 | 3 | 0.2 | 4 | 1 | 1
26) COc1cccc(CNC(=O)C(C(=O)NCc2cccc(OC)c2)c2ncc(C(F)(F)F)cc2Cl)c1
    x | 0 | -34 | x | 0.0 | -9 | x | 0
27) CC(=NNC(N)=S)c1ccc2cc3c(cc2c1)OCO3
    5.2 | 3 | -19 | 0 | 0.5 | -1 | x | -2
28) Cc1ccc(-c2ccc3c(c2)O[C@@H](CN(C)Cc2ccccc2)[C@@H](C)CN([C@H](C)CO)S3(=O)=O)cc1
    -0.1 | -5 | 2 | 0 | -0.1 | 4 | -4 | 4
29) NC(=O)CSc1nc2cccnc2n1-c1ccc(F)cc1
    0.2 | 5 | -11 | 8 | 0.1 | -4 | -4 | 1
30) CCCCc1cc2c(s1)CCCC/C2=N/O
    13 | 5 | -6 | x | -0.3 | 1 | x | 5

Some of the entries so far, as tab-separated lines:
nr	SMILES	E-selectin induc	ERp5 inh	RAD52 anneal inh	RAD54 branch	Xi reactivation	S100A4 MyoIIA	esBAF inh	ERAP1 HTS inh
14	O=C(N[C@@H]1CC[C@@H](CCNS(=O)(=O)c2cccc(Cl)c2)O[C@@H]1CO)c1ccncc1	-0.1	0	-1	-9	0.2	5	2	0
4	CCNC(=O)C[C@@H]1CC[C@@H]2[C@@H](COc3ccc(NC(=O)Nc4ccc(C)cc4)cc3C(=O)N2C)O1	1.2	6	4	4	0.0	-2	5	-2
6	O=C(Nc1cccc(C(F)(F)F)c1)Oc1ccccc1N1CCOCC1	1.2	4	2	3	0.0	-3	1	-2
2	CCc1nc(NCCO)c(C#N)c2c1CCCC2	x	3	-8	x	-0.1	-7	x	-3
22	Cc1cccc(N2CCN(C(=O)N3CCCCC3)CC2)c1C	0.5	-3	-13	x	0.2	0	x	0

Only esBAF inh and RAD52 anneal inh, for some of the entries so far:
| nr | mol | esBAF inh | RAD52 anneal inh |
| --- | --- | --- | --- |
| 24 | CCC(=O)N[C@H]1CC[C@@H](CCn2cc(CN(C)C)nn2)O[C@@H]1CO | 5 | -4 |
| 25 | Cc1ccc(S(=O)(=O)Nc2ccc3c(c2)C(=O)N([C@@H](C)CO)C[C@@H](C)[C@H](CN(C)Cc2ccc(C(=O)O)cc2)OCCCC[C@@H](C)O3)cc1 | 1 | 7 |
